High-throughput results: PubChem, several laboratories
PAFAH1B2 inh – inhibitors of human PAFAH1B2 | recombinant PAFAH1B2, FP-rhodamine activity probe, fluorescence polarization | inhibition, % at 3.39 µM | 1.2% of 340,000 active | AID 492953;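 active = inhibition above the mean of all tested compounds plus 3 SD, cut at about 24% in these data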;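 also: 0% = enzyme with DMSO and 100% = wells lacking PAFAH1B2; many of its hits are not listed in these tables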
Target sequence (P68402 whole entry, looked up): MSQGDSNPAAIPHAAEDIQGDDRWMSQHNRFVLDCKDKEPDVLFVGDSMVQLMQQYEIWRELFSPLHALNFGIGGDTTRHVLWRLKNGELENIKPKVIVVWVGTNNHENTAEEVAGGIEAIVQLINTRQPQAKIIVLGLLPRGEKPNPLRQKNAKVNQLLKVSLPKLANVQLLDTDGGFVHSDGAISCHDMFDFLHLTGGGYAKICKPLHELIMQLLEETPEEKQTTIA
GLD-1 TGE inh – GLD-1-TGE RNA interaction inhibition (C. elegans). purified GLD-1 + fluorescein TGE RNA, fluorescence polarization. 0.44% of 320,000 active. inhibition, % at 5.96 µM. AID 2280. Q17339;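 active = percent inhibition above a per-plate cutoff, the plate mean of test compounds plus 3 SD, cut at about 30% in these data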;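 also: 0% = DMSO wells with GLD-1 and probe and 100% = wells lacking GLD-1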
MEX-5 binding – C. elegans MEX-5 TCR-2 RNA binding activity; activity score (negative = inhibition of binding), % at 10 µM; MEX-5/FITC-TCR2 RNA binding, fluorescence polarization; stronger effect = lower value; AID 1832; Q9XUB2; 0.38% of 300,000 active;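 active = inhibition past about -25% in most replicates, and total fluorescence under double the plate's negative control median, limit read from the data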;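 also: 0% = DMSO and -100% = 5 µM competing unlabeled TCR2 RNA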
Bcl-xL primary – inhibitors of human Bcl-xL; Q07817; 0.7% of 320,000 active; GST-Bcl-xL / FITC-Bim BH3 peptide fluorescence polarization; inhibition, % at 10.9 µM;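 active = inhibition above the mean of all tested compounds plus 3 SD, cutoff set per campaign, cut at about 30% in these data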;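 also: 0% = DMSO wells and 100% = unlabeled Bim-BH3 peptide competitor; inhibitors lower millipolarization by displacing the labeled peptide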
Target sequence (Q07817 whole entry, looked up): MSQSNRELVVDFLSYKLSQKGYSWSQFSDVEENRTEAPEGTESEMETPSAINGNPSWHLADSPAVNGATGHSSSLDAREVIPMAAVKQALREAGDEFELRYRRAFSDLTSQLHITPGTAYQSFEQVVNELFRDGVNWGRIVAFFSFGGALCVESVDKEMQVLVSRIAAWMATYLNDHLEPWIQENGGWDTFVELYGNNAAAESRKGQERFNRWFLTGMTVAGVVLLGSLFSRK
PME-1 inh – PME-1 (human) inhibition; 0.53% of 320,000 active; Q9Y570; recombinant PME-1, FP-Rh probe fluorescence polarization; inhibition, % at 5.9 µM;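 active = inhibition above the campaign mean of all compounds plus 3 SD, cut at about 26% in these data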;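 also: competitive labeling of PME-1 active site by serine hydrolase directed probe; 0% = PME-1 with DMSO and 100% = wells lacking PME-1 enzyme; inhibitors block probe labeling so polarization falls and inhibition rises; many of its hits are not listed in these tables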
Target sequence (Q9Y570 whole entry, looked up): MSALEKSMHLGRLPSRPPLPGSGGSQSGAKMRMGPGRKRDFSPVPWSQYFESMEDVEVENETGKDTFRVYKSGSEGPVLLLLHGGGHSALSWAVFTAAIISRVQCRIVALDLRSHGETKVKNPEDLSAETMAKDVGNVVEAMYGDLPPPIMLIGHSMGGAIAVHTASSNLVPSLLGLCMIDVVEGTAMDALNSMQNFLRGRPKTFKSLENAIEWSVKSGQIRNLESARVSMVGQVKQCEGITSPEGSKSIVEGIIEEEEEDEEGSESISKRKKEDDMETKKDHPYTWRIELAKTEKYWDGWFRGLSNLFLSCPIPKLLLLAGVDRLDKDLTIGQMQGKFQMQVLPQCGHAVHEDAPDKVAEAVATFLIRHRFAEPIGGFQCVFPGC
MCL1-BIM inh – inhibitors of human MCL1 binding to BIM-BH3 peptide | Q07820 | GST-MCL1 / FITC-Bim-BH3 fluorescence polarization | inhibition, % at 10.9 µM | 0.68% of 320,000 active;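 active = inhibition above the mean inhibition of all tested compounds plus 3 SD, set per campaign, cut at about 40% in these data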;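 also: 0% = DMSO wells and 100% = unlabeled Bim-BH3 peptide control; higher means more loss of mP so more displacement of Bim peptide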
pPAFAH inh – inhibitors of human plasma PAF acetylhydrolase (pPAFAH); recombinant pPAFAH, FP-rhodamine probe fluorescence polarization; inhibition, % at 3.39 µM; 1.5% of 330,000 active;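 active = inhibition above the mean inhibition across the screen plus 3 SD, cut at about 25% in these data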;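 also: inhibitors block binding of the rhodamine activity-based probe so polarization drops; 0% = enzyme with DMSO and 100% = wells lacking pPAFAH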
Fam108B counter – counter-screen for RBBP9 inhibitors: inhibitors of mouse Fam108B; recombinant Fam108B, FP-Rh probe fluorescence polarization; inhibition, % at 9.51 µM; 0.33% of 300,000 active; AID 1947;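 active = inhibition above the screen mean inhibition plus 3 SD, computed separately per campaign, cut at about 18% in these data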;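 also: inhibitors lower polarization as less probe binds the enzyme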
AHR act – human AHR activation. activation, % at 5 µM. 2.5% of 320,000 active. AID 2796. AHR-responsive luciferase reporter cells, luminescence; in the data active = activation above about 47%;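 also: 0% = vehicle wells and 100% = reference agonist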
Starred values were filed as active, the others as inactive; . = no result given. Not all compounds are listed; count on the stated rates, not on these rows.

structure | PAFAH1B2 inh | GLD-1 TGE inh | MEX-5 binding | Bcl-xL primary | PME-1 inh | MCL1-BIM inh | pPAFAH inh | Fam108B counter | AHR act
CC(=O)C1C(=O)c2c(cccc2[N+](=O)[O-])C1=Nc1ccc(S(N)(=O)=O)cc1 (stereo not given) | 23 | -4 | -4.4 | 14 | 26* | 27 | 25* | 20* | 6
COc1ccc(CCNC(=S)NC(=O)c2ccccc2)cc1OC | 0 | 6 | -0.1 | 4 | 0 | 7 | 0 | -1 | 0
CCC(C(=O)NCc1ccco1)N(C(=O)CNS(=O)(=O)c1ccccc1)c1ccc(OC)cc1 (stereo not given) | -3 | 5 | -0.8 | 1 | 0 | 3 | 4 | 1 | 0
COc1cc(OC)c(C2=NOC(C(=O)Nc3cc(C)nn3-c3ccccc3)C2)cc1Cl (stereo not given) | 2 | 6 | -2.0 | 3 | -3 | -1 | 4 | 4 | -3
COCCNCC(=O)Nc1ccccc1Sc1ccccc1 | 4 | -2 | -2.2 | 2 | 4 | 4 | 3 | -1 | -1
Cc1cc(C)cc(NC(=S)/C(=C(\[O-])c2ccc(Cl)cc2Cl)[n+]2ccc(C(C)(C)C)cc2)c1 | 4 | -5 | -1.0 | 5 | 1 | 1 | 4 | 2 | 1
Fc1ccccc1-c1nc2c(s1)CCc1onc(-c3ccc(Br)cc3)c1-2 | 8 | 2 | 0.8 | 6 | 3 | 8 | 3 | -4 | 7
O=C(CCNS(=O)(=O)c1cccs1)NC1CCN(Cc2ccccc2)CC1 | 7 | 7 | -0.6 | 3 | -3 | 1 | -2 | -2 | 0
CN1CCN(CC#CCC2(O)c3ccccc3-c3ccccc32)CC1 | -1 | 5 | -1.9 | 7 | 4 | 7 | 3 | -4 | 0
Cc1ccc(Cl)cc1N1CCN(C(=O)C2CCN(S(=O)(=O)c3cnc[nH]3)CC2)CC1 | -2 | 7 | . | 6 | 4 | 5 | 6 | -6 | 0
CCN(CC)c1ccc(NC(=O)C2=CCN(S(=O)(=O)c3ccc(F)cc3)CC2)c(C)c1 | 13 | 2 | 2.8 | 1 | 0 | -3 | 10 | 0 | -1
Nc1nonc1-c1nc2ccccc2n1Cc1ccccc1 | 1 | 11 | -0.8 | 2 | -9 | -7 | 6 | -3 | 4
O=Cc1cn(-c2ccccc2)nc1-c1ccncc1 | -1 | 2 | -3.1 | 2 | 0 | 4 | 1 | -2 | 60*
Cc1ccc(NC(=O)C2CCN(S(=O)(=O)c3ccc4[nH]c(=O)oc4c3)CC2)cc1F | 1 | 3 | 3.8 | 5 | -3 | 9 | 9 | -3 | 2
COc1ccc(-c2ccc(C)cc2)cc1[C@H]1[C@@H]2C=CCC[C@@]2(C)C(=O)N1Cc1ccccc1 | -8 | 2 | 3.1 | 2 | -2 | 1 | 1 | 2 | 3
Cc1ccc(S(=O)(=O)N2CCN(C(=O)c3ccccc3Cc3ccccc3)CC2)c(C)c1 | 27* | 3 | 1.1 | 1 | 11 | 5 | 4 | 0 | 0
NC12CCc3c(no[n+]3[O-])C1(O)CC(c1ccccc1)=[N+]2[O-] (stereo not given) | 4 | -2 | -1.8 | 1 | -2 | 6 | -4 | -3 | -5
CC(C)(C)NC(=O)C(c1ccco1)N(C(=O)Cn1nnc(-c2ccc(F)cc2)n1)c1ccccc1 (stereo not given) | . | 0 | . | 2 | 3 | -1 | -4 | -5 | 9
Cc1ccc(Cn2nnc3c(=O)[nH]c(C4CCN(S(=O)(=O)c5cc(C)ccc5C)CC4)nc32)cc1 | -6 | 9 | 0.4 | 3 | -3 | 4 | 2 | -19 | 2
Cc1c(C(=O)NC2CCCc3ccccc32)oc2ccccc12 (stereo not given) | 3 | -2 | -0.8 | 0 | -1 | -3 | 6 | -2 | 14
Nc1nc(-c2ccc(-n3nncc3-c3ccco3)cc2)cs1 | . | 8 | -4.4 | 6 | 3 | 7 | 11 | -3 | 15
CC(C)C(=O)Nc1ccc(Cl)cc1-c1nc2ccccc2[nH]c1=O | 5 | 0 | -0.9 | 1 | -2 | 6 | 4 | 4 | 79*
C=CCc1ccc(OCC(O)CN2CCC(Cc3ccccc3)CC2)c(OC)c1 (stereo not given) | 0 | -9 | 1.0 | -6 | -3 | -4 | 2 | -4 | 20
COc1ccccc1C(=O)NCc1ccccc1 | 3 | -5 | -2.2 | 6 | -6 | 3 | 1 | 2 | -19
Cc1ccccc1CN1CCN(C(C)C(=O)NNC(=O)c2ccc(F)cc2)CC1 (stereo not given) | 6 | 3 | . | -2 | 4 | -4 | 1 | . | 2
Cc1cc(CSc2ccccc2)ccc1NC(=O)c1cccc([N+](=O)[O-])c1 | 3 | 5 | 0.0 | 6 | -2 | 4 | 1 | 2 | 0
Cc1ccccc1OCc1nnc(SCC(=O)Nc2c(C)n(C)n(-c3ccccc3)c2=O)n1-c1ccccc1 | -5 | 1 | 2.8 | -5 | 0 | -20 | 7 | -1 | 0
Cc1ccccc1C(=O)NC(=S)N(C)C1CCCCC1 | 5 | 4 | -0.8 | 2 | 10 | 1 | 2 | -4 | 11
Cc1ccc(C(=O)CCC(=O)N2CCC(C(N)=O)CC2)cc1 | 2 | 2 | -2.1 | 1 | -3 | 3 | -1 | 0 | 1
Cc1cc(NC(=O)CCC(=O)N(Cc2ccc(F)cc2)C(C(=O)NC2CCCC2)c2ccco2)no1 (stereo not given) | 13 | 8 | -0.1 | 2 | 0 | -5 | 2 | 1 | 3
CCN(CC)c1nc2ccccc2nc1-n1nc(C)cc1C | 4 | 2 | -1.9 | 0 | 3 | 4 | 0 | -1 | 3
NC(=S)c1cnn2c(-c3cccc(C(F)(F)F)c3)ccnc12 | 3 | -3 | 2.3 | 2 | 0 | 13 | 2 | -1 | -3
CCc1ccc(NC(=O)C(=O)NCCN2CCN(S(C)(=O)=O)CC2)cc1 | 9 | 5 | 0.2 | 2 | 5 | 0 | 1 | -5 | 2
CCn1c(SCC(=O)N/N=C/c2cccs2)nc2ccccc21 | 1 | 6 | -0.9 | 3 | 1 | -5 | 1 | 3 | 43
Cc1ccc(S(=O)(=O)N2CCC(C(=O)N3CCCC(C(F)(F)F)C3)CC2)cc1C (stereo not given) | 4 | 2 | -4.1 | -2 | 11 | -1 | -4 | 1 | -1
COc1ccccc1-n1c(SCC(=O)Nc2cccc(C)c2)nc2c(c1=O)SCC2 | 1 | 9 | 0.7 | 4 | 4 | 3 | 15 | 0 | 7
CC1=CC(=C(C#N)C#N)C=C(C)N1CCN1CCN(C(=O)Nc2cccc(Cl)c2)CC1 | -16 | 2 | -1.1 | 2 | -48 | -2 | -5 | -27 | 1
O=C1C(Cl)=C(NCC2CCCO2)C(=O)N1Cc1ccccc1 (stereo not given) | 3 | 4 | 0.6 | 8 | 9 | 6 | 8 | 1 | 0
COC(=O)[C@H]1C[C@@H]1[C@H](NC(=O)OCc1ccccc1)c1ccccc1 | 3 | 6 | 0.4 | 8 | 3 | 1 | 4 | -1 | -4
COc1ccc(NC(=O)c2cccc(Cn3cc(Br)cn3)c2)cn1 | 1 | 9 | 0.2 | 18 | -4 | 14 | 5 | -3 | 26

Reprinted at random: 4 entries already listed.
structure | PAFAH1B2 inh | GLD-1 TGE inh | MEX-5 binding | Bcl-xL primary | PME-1 inh | MCL1-BIM inh | pPAFAH inh | Fam108B counter | AHR act
O=Cc1cn(-c2ccccc2)nc1-c1ccncc1 | -1 | 2 | -3.1 | 2 | 0 | 4 | 1 | -2 | 60*
O=C(CCNS(=O)(=O)c1cccs1)NC1CCN(Cc2ccccc2)CC1 | 7 | 7 | -0.6 | 3 | -3 | 1 | -2 | -2 | 0
CCN(CC)c1ccc(NC(=O)C2=CCN(S(=O)(=O)c3ccc(F)cc3)CC2)c(C)c1 | 13 | 2 | 2.8 | 1 | 0 | -3 | 10 | 0 | -1
Cc1cc(C)cc(NC(=S)/C(=C(\[O-])c2ccc(Cl)cc2Cl)[n+]2ccc(C(C)(C)C)cc2)c1 | 4 | -5 | -1.0 | 5 | 1 | 1 | 4 | 2 | 1

The results go on:
structure | PAFAH1B2 inh | GLD-1 TGE inh | MEX-5 binding | Bcl-xL primary | PME-1 inh | MCL1-BIM inh | pPAFAH inh | Fam108B counter | AHR act
O=C(Nc1ccon1)c1ccccc1Cl | 0 | 0 | 0.6 | 11 | 8 | 9 | 1 | -1 | -1
CC(=O)/C=C\c1ccccc1OC(=O)c1cc2ccccc2oc1=O | 4 | 3 | 1.5 | 1 | 2 | -4 | -2 | 1 | 0
O=C(NCc1ccc(Cl)cc1)C(=O)NCC1OCCN1C(=O)c1ccc(Cl)cc1 (stereo not given) | 15 | -5 | 0.9 | 3 | -2 | 3 | 6 | 0 | -1
Cc1nn(CC(=O)Nc2ccc(N3CCOCC3)cc2)c(C)c1[N+](=O)[O-] | -2 | 6 | . | . | . | . | 3 | . | 2
CCN(CC(=O)Nc1ccc(OC(F)F)cc1)C1CCCCC1 | 9 | 7 | -0.3 | 0 | 3 | -1 | 2 | 1 | 5
Cc1ccc2nc(-c3ccccc3)c(CN3CCN(c4ccccc4F)CC3)n2c1 | -1 | -2 | 0.5 | -2 | -5 | 5 | 1 | 1 | 1
COc1ccc([N+](=O)[O-])cc1NC(=O)CSc1nc(C)cc(C)n1 | 4 | 4 | 0.1 | 0 | -5 | -5 | 0 | -7 | 46
Fc1c(F)c(-n2nnc3ccccc32)c(F)c(F)c1Cl | 5 | 5 | -0.9 | 5 | -2 | -7 | 2 | -4 | 1
CN(C)c1ccc(/C=C(\NC(=O)c2ccccc2)C(=O)NCCN2CCOCC2)cc1 | 3 | -22 | 4.4 | -17 | -3 | -31 | -6 | -3 | 1
COc1ccc2ccc(=O)oc2c1CC(O)C(C)(C)O (stereo not given) | 5 | 11 | -1.2 | 2 | 2 | 3 | 4 | 6 | 0
CCn1c(SCC(=O)NCC2CCCO2)nnc1-c1ccc(Cl)cc1 (stereo not given) | -9 | -7 | -0.7 | -1 | -6 | -8 | 6 | 1 | 2
CC(Cc1ccccc1)C(=O)NCCO (stereo not given) | 6 | -5 | 0.0 | -2 | -1 | 3 | 3 | 1 | 9
Cc1ccc(S(=O)(=O)N2CCN(C(=O)C3Cc4ccccc4CN3C(=O)c3ccco3)CC2)cc1 (stereo not given) | 22 | 3 | 1.5 | -2 | -1 | 6 | 4 | 3 | 2
N#Cc1ccc(S(=O)(=O)NCC(=O)OCC(=O)N2CCCC2=O)cc1 | 6 | -6 | -2.1 | -6 | -2 | -4 | 2 | -2 | -1
O=C(NCCC1=CCCCC1)c1ccc(F)c(S(=O)(=O)N2CCOCC2)c1 | 9 | 3 | 2.0 | 3 | 3 | 0 | 2 | 0 | 2
CC(=O)c1ccc(OCC(=O)NCc2ccc(F)cc2)cc1 | 4 | 1 | 0.2 | -4 | 8 | -4 | 4 | 1 | 2
CCN(CC)c1ncnc2sc(C(=O)N3CCN(c4ccccc4)CC3)c(C)c12 | 2 | 9 | 2.0 | 4 | 3 | 1 | 4 | -4 | 1
Cc1cc(F)ccc1NC(=O)c1cc(S(=O)(=O)N2CCOCC2)cn1C | 2 | 4 | 1.7 | 0 | 1 | -1 | 1 | 3 | 0
